Bioassay records: PubChem, NCI
NCI-60 one-dose screen, 48 h, at 10 µM unless noted. Numbers give growth in % (100 = growth as untreated, 0 = no growth, -100 = all killed).
OVCAR-5 – OVCAR-5 ovarian cancer; actives 2.9% (n = 82,000); AID 1794783
OVCAR-3 – OVCAR-3 ovarian cancer. actives 7% (n = 79,000). AID 1794787
U251 – U251 CNS tumor cells; actives 5.4% (n = 80,000); AID 1794753
SK-OV-3 – SK-OV-3 ovarian cancer cells. actives 3.2% (n = 80,000)
OVCAR-8 – OVCAR-8 ovarian cancer; actives 4.4% (n = 81,000); AID 1794782
SF-295 – SF-295 CNS cancer cells | actives 5.6% (n = 79,000)
OVCAR-4 – OVCAR-4 ovarian cancer cells; actives 3.7% (n = 80,000); AID 1794784
DU-145 – DU-145 prostate cancer. actives 4.2% (n = 81,000)
PC-3 – PC-3 prostate cancer cells. actives 3.9% (n = 80,000). AID 1794754
The depositor's hits bear a star; . = not tested or not shown; & = joins results of further samples. The calls were made as follows: active = growth percent below 10; inactive = the rest.

SMILES	OVCAR-5	OVCAR-3	U251	SK-OV-3	OVCAR-8	SF-295	OVCAR-4	DU-145	PC-3
O=C(c1ccccc1)C1CCNCC1	105	129	106	106	101	112	112	121	96
COc1ccc(/C(C)=C(/C#N)c2nnc(NC(=O)c3ccc(-n4c(=O)[nH]c5ccccc5c4=O)cc3)s2)cc1	106	108	100	116	109	103	93	121	102
CCOC1=C(Cl)C(=O)C(OCC)=C(Cl)C1=O	110	105	104	93	104	96	105	106	104
Cc1ccc(C(=Nc2ccccc2)N=P(c2ccccc2)(c2ccccc2)c2ccccc2)cc1	-5.4*	-37*	-7.2*	-66*	7.0*	-93*	29	-0.6*	-31*
CS(=O)(=O)c1ccccc1C=O	97	113	113	104	109	98	116	112	89
NC(=O)c1cccc(-n2ccc3cc(NC(=O)c4cccc(C(F)(F)F)c4)ccc32)n1	96	68	62	.	44	75	60	76	64
O=c1c2c3c(sc2n2c(=S)[nH]nc2n1Cc1ccccc1)CCCC3	98	102	102	92	100	152	104	111	107
CCCCC(NC(=O)CCN1C(=O)/C(=C/C(C)=C/c2ccccc2)SC1=S)C(=O)O (stereo not given)	116	112	103	84	113	106	102	119	96
CCCCCCOC(OCCCCCC)c1ccccc1	88	111	99	98	113	93	106	120	99
C#CCCN(Cc1ccccc1OC)Cc1ccccc1S(=O)(=O)c1ccccc1	85	97	.	87	80	82	.	94	50
CCOC(=O)C(C#N)=C(C(C)CC)C(C)CC (stereo not given)	106	116	95	105	96	118	100	112	103
NNC(=O)CSc1ncnc2c1c(-c1ccccc1)cn2-c1ccc(Cl)cc1	96	114	95	78	95	97	116	99	94
CC(C)(C)OC(=O)N1Cc2cc3ccccc3nc2C1	109	105	98	110	105	104	93	102	98
c1ccc(-c2ccc(-c3ccccc3)o2)cc1	104	111	101	103	106	100	102	104	100
C/C=C1\OC(n2cnc3c(N)ncnc32)C(O)C1O (stereo not given)	109	111	.	100	105	101	123	110	95
CC1=CC(=O)CC(C(C)C)C1 (stereo not given)	112	110	108	110	114	113	.	106	87
Cc1ccc(S(=O)ONc2cccc(NOS(=O)c3ccc(C)cc3)c2)cc1 (stereo not given)	102	97	.	103	97	98	92	110	80
NC(=O)/C=C/c1ccco1	104	112	94	104	109	.	115	126	99
CC(=O)c1ccc(Nc2nc(NCCO)nc(Nc3ccc(Cl)cc3)n2)cc1	96	95	100	.	93	98	96	95	90
Cc1nn(C(=O)c2cccnc2)c2c1nnc1ncccc12	97	106	98	99	95	104	115	104	107
Cc1ccccc1NC(=O)Cc1csc2[n+]1C(=O)/C(=C\c1ccc3c(c1)OCO3)S2	106	111	89	107	98	97	101	111	84
Fc1ccc(N2N=NC3CCc4ccccc4C32)cc1 (stereo not given)	83	74	85	112	90	57	70	99	65
COC(=O)c1ccc(Cl)c(NN)c1	91	98	97	109	99	.	113	108	76
COc1cc(NC(=O)SC2=NCCS2)cc(OC)c1	98	113	98	98	99	113	98	101	94

Shown as a markdown table: two of the compounds above
| molecule | OVCAR-5 | OVCAR-3 | U251 | SK-OV-3 | OVCAR-8 | SF-295 | OVCAR-4 | DU-145 | PC-3 |
| --- | --- | --- | --- | --- | --- | --- | --- | --- | --- |
| COC(=O)c1ccc(Cl)c(NN)c1 | 91 | 98 | 97 | 109 | 99 | . | 113 | 108 | 76 |
| Cc1nn(C(=O)c2cccnc2)c2c1nnc1ncccc12 | 97 | 106 | 98 | 99 | 95 | 104 | 115 | 104 | 107 |

New compounds follow.
SMILES	OVCAR-5	OVCAR-3	U251	SK-OV-3	OVCAR-8	SF-295	OVCAR-4	DU-145	PC-3
O=c1[nH][nH]c2cc([N+](=O)[O-])ccc12	97&112	91&118	96&100	101&97	94&103	96&126	102&97	96&109	95&92
COCCCNC(=O)NS(=O)(=O)c1ccc(C)cc1	108	109	102	107	104	87	103	109	101
Fc1ccc(Cn2cc(CSc3nc4ccccc4o3)nn2)c(F)c1	102	98	114	110	101	100	100	105	106
C[N+]1=C(/C=C/c2ccc(I)cc2)C(C)(C)c2ccccc21	90	34	41	107	67	100	109	104	87
Cc1c(-c2cnccn2)ssc1=S	101	106	96	97	99	103	96	126	80
CC(=O)c1ccc(N2C(=O)c3ccc(C)cc3C2=O)cc1	97	107	100	113	107	99	118	105	103
N#CCC(=O)Nc1ncc(Cc2ccccc2Cl)s1	84	108	94	92	92	95	98	90	91
Cc1noc(C)c1COc1ccccc1C(=O)Nc1nc2c(C)cccc2s1	86	85	93	99	98	79	77	104	89
NC(N)=N/N=C/c1cccc(O)c1	90	115	104	106	112	107	114	110	90
Clc1ccc(C2=Nn3c(N/N=C/c4ccccc4)nnc3SC2)cc1	101	112	98	101	98	102	109	101	95
Cn1cc(C2=C(c3cccc4ccccc34)C(=O)N(O)C2=O)c2cc(Br)ccc21	97	98	106	102	111	100	94	110	99
CN(C)c1ccc(/C=c2\sc3nc(=O)c4nc(-c5ccccc5)c(-c5ccccc5)nc4n3c2=O)cc1	101	113	108	106	105	101	108	108	100
COC(=O)c1ccc(C(=O)OC)c2nn3c(N)nnc3nc12	99	114	106	126	122	95	106	106	98
COc1ccccc1/C=N\Nc1ccc([N+](=O)[O-])cn1	108	117	101	108	106	96	115	114	99
COC(=O)/C=C\C(=O)OC	116	119	105	118	108	114	115	120	93
Cc1cccc(Cl)c1NC(=O)c1ccc2nc(NC(=O)NCCN(C)C)sc2c1	85	114	80	64	86	87	95	104	62
BrCC(Br)(CBr)CBr	103	104	95	104	101	106	105	105	94
COc1cccc(N2CC(c3nc4ccccc4n3Cc3ccc(F)cc3)CC2=O)c1 (stereo not given)	104	104	90	113	91	.	88	102	82
COc1ccc2c(c1)C1(Nc3ccccc3-c3nc4ccccc4n31)C(=O)N2 (stereo not given)	113	127	95	119	105	67	111	117	111
CCOP(=O)(OCC)C(Cc1ccccc1)N=C(c1ccccc1)c1ccccc1 (stereo not given)	97	108	102	84	97	95	92	110	83
O=C(Nc1ccc2[nH]c(=O)[nH]c2c1)c1nn(Cc2ccccc2)c(=O)c2ccccc12	93	108	70	109	72	102	108	90	97
COc1cc(-c2nn(-c3ccccc3)cc2C(=O)O)ccc1O	101	.	100	89	101	97	88	.	99
N=C1SCC(=O)N1c1ncc(Cc2cccc(C(F)(F)F)c2)s1	91	77	63	106	70	62	67	66	73
COc1cc(C(c2cc(C(C)=O)n3cccc(Br)c23)c2cc(C(C)=O)n3cccc(Br)c23)cc(OC)c1OC	77	101	82	106	79	73	86	105	49

4 entries from above, reformatted.
COc1ccccc1/C=N\Nc1ccc([N+](=O)[O-])cn1
  OVCAR-5: 108	OVCAR-3: 117	U251: 101	SK-OV-3: 108	OVCAR-8: 106	SF-295: 96	OVCAR-4: 115	DU-145: 114	PC-3: 99

COC(=O)/C=C\C(=O)OC
  OVCAR-5: 116	OVCAR-3: 119	U251: 105	SK-OV-3: 118	OVCAR-8: 108	SF-295: 114	OVCAR-4: 115	DU-145: 120	PC-3: 93

Cc1cccc(Cl)c1NC(=O)c1ccc2nc(NC(=O)NCCN(C)C)sc2c1
  OVCAR-5: 85	OVCAR-3: 114	U251: 80	SK-OV-3: 64	OVCAR-8: 86	SF-295: 87	OVCAR-4: 95	DU-145: 104	PC-3: 62

BrCC(Br)(CBr)CBr
  OVCAR-5: 103	OVCAR-3: 104	U251: 95	SK-OV-3: 104	OVCAR-8: 101	SF-295: 106	OVCAR-4: 105	DU-145: 105	PC-3: 94

More compounds:
SMILES	OVCAR-5	OVCAR-3	U251	SK-OV-3	OVCAR-8	SF-295	OVCAR-4	DU-145	PC-3
CC1(C)CC(=O)C2=C(C1)N(Cc1ccc(C(=O)O)cc1)C1=C(C(=O)CC(C)(C)C1)C2c1ccc(F)cc1	108	115	111	99	108	101	97	113	105
CCOC(=O)Nc1ccc2nc(-c3cscn3)[nH]c2c1	86	23	35	57	58	.	90	73	82
CCOc1ccncc1[N+](=O)[O-]	.	106	97	110	98	108	116	108	106
O=[N+]([O-])c1ccc(O)c2ncccc12	40&90	11&11	17&34	59&75	17&25	23&25	41&34	43&76	31&38
Cc1ccc2[nH]c(=O)c(/C=N/O)cc2c1	80	91	98	88	90	92	108	109	84
O=C(Cl)c1ccc2c(c1Cl)C(=O)c1ccccc1C2=O	113	113	113	114	.	106	109	.	97
CCCCCCCCSc1nnc(-c2c(C)nc3ccc(C)cn23)o1	114	114	101	.	102	100	93	110	102
CN(CCc1ccccn1)c1ccccc1	94	131	96	112	102	116	99	121	101
O=C(Nc1ccsn1)c1ccc(Cl)cc1Cl	103	124	105	106	107	99	96	125	101
CC(=O)c1ccc(Nc2nc(SC(C)C)nc(-c3ccc(F)cc3)c2C#N)cc1	115	111	107	89	100	113	113	102	110
CCOC(=O)/C=C/c1cccc(F)c1	110	113	93	116	96	100	111	116	92
COc1cccc2cc(N(C)c3nc(C)nc4c3CCC4)ccc12	52	-18*	5.1*	19	10	15	47	5.3*	9.9*
NC(=O)c1cccc(Nc2ccnc(C(F)(F)F)c2)c1	104	99	.	99	95	87	84	97	95
CC(C)c1ccc(NC(=O)Nc2ccc(NC(=O)CCCC(=O)NOCc3ccccc3)cc2)cc1	89	94	86	97	97	91	89	94	93
Cc1sc2nc(NCCN)[nH]c(=O)c2c1C	90	97	96	111	101	98	85	97	93
COc1ccc(Cn2cc3c(c2-c2cc(OC)c(OC)c(OC)c2)CCc2c(CN4CCOCC4)noc2-3)cc1	32	2.5*	28	54	.	13	53	20	32
CCCCNC(=O)c1ccc2c(c1)nc(-c1ccccc1)n2C1CCCCC1	102	115	99	48	102	95	102	103	91
N#CC(=C1C=CC(=NO)C=C1)c1ccccc1	-10*	-27*	9.9*	38	2.6*	20	14	-67*	3.4*
CCOC(=O)COc1ccc(OC)cc1	104	108	114	107	110	92	96	104	100
CC(=O)c1cc(C(=O)c2ccccc2)n2cc3ccccc3cc12	95	111	88	79	95	87	79	93	77
CNC(=O)c1cc(N2CCc3cc(NC(=O)Nc4cc(C(F)(F)F)cc(C(F)(F)F)c4)ccc32)ccn1	102	110	88	98	99	96	97	104	69
CCOC(=O)Cc1cc(=O)[nH]n(-c2ccccc2)c1=O	101	118	104	98	103	125	101	118	99
COc1ccc(/C=C/C(=O)c2ccc(NC(=O)c3cc4cc5ccccc5nc4s3)cc2)cc1OC	97	96	103	106	111	99	97	106	94
COc1cc(C(=O)O)cc(OC(C)=O)c1OC	104	113	95	84	99	98	98	105	75
COc1ccc(C(C)C(C)=O)cc1 (stereo not given)	109	110	.	105	109	.	92	106	103
N#CC1=C(c2ccco2)Nc2c(c(-c3ccccc3)nn2-c2ccccc2)C12C(=O)Nc1ccc(Br)cc12 (stereo not given)	75	42	1.9*	80	25	73	42	70	24
O=C(COc1cccc(/C=C2\Cc3ccccc3C2=O)c1)c1ccc(Cl)cc1	103	120	125	130	90	124	90	.	90
